LMP1 NFkB inh = reduces LMP1-driven NF-kappaB luciferase signal. LMP1-induced NF-kappaB luciferase reporter cells, luminescence. inhibition, % at 12.5 µM. hit rate 0.69% among 350,000. AID 504558; in the data active = inhibition above about 41%;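 also: 0% = neutral control wells and 100% = reference inhibitor control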
SRC2 inh = inhibits human steroid receptor coactivator 2; HEK293 GAL4-SRC2 luciferase reporter, luminescence; inhibition, % at 9 µM; hit rate 0.17% among 370,000; AID 651957;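 active = inhibition above the mean inhibition of all tested compounds plus 3 SD, set per campaign, cut at about 52% in these data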;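 also: 0% = DMSO treated cells and 100% = cells given Gossypol at 36 µM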
Target sequence (Q15596 whole entry, looked up, the tested form may be a part): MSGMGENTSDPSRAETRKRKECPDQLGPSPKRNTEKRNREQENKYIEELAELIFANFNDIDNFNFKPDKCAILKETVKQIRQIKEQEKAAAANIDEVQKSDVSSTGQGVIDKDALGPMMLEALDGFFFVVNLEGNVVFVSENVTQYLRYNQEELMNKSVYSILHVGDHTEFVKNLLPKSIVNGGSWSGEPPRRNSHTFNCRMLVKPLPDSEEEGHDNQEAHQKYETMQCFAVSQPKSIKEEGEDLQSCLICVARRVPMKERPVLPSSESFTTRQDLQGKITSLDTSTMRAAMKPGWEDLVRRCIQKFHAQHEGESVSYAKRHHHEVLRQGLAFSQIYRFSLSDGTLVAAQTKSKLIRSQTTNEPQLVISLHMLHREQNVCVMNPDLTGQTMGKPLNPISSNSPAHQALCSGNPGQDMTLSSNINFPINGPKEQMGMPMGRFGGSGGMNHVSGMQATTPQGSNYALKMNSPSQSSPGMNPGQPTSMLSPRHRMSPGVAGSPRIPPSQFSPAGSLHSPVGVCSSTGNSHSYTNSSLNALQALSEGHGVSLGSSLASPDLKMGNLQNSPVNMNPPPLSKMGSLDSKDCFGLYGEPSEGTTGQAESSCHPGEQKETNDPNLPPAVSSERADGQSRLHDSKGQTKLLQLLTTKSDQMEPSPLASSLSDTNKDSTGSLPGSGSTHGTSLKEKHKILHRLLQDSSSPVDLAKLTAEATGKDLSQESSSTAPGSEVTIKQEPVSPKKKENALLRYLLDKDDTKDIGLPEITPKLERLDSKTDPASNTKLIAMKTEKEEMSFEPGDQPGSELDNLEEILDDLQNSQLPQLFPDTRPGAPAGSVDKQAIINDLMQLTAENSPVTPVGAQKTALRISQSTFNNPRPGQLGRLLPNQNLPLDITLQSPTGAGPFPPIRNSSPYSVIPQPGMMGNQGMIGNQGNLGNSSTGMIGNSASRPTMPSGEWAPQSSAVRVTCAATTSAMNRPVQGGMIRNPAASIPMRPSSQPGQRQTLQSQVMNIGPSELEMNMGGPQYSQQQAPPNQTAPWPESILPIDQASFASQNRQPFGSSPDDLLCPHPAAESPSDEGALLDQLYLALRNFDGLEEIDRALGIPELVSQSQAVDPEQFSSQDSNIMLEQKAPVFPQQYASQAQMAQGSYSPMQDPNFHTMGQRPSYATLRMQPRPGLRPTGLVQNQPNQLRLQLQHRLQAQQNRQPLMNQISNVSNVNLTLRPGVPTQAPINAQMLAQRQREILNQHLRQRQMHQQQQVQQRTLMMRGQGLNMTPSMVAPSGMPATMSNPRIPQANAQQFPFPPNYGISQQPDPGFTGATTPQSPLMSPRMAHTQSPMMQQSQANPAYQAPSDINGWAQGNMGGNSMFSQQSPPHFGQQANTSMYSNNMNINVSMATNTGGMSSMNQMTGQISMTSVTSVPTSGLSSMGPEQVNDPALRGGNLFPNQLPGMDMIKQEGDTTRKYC
NR2F2 inh = NR2F2 (human) inhibition, primary screen; HEK293T NGFI-A luciferase reporter, luminescence; AID 686940; hit rate 0.7% among 370,000; P24468; inhibition, % at 8.6 µM;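 active = inhibition above a per-plate cutoff, mean inhibition of test wells between control levels plus 3 SD, cut at about 38% in these data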;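 also: cells cotransfected with COUP-TFII expression vector driving the NGFI-A reporter; 0% = median of COUP-TF2 test wells and 100% = reporter-only cells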
KKLEB tox = counter-screen for CF NF-kB inhibitors: cytotoxicity. activity change (cytotoxicity), % at 5 µM. AID 602141. hit rate 0.36% among 360,000. KKLEB CF airway cells viability, ATPlite luminescence, overnight; hits give low values; cells stimulated with P. aeruginosa culture filtrate;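 active = corrected activity change at or below -50% at 5 µM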
TROY NFkB inh = inhibitors of TROY-dependent NF-kB signaling. Q293 LMP1-TROYcd NF-kB luciferase reporter, 4 h. inhibition, % at 10 µM. hit rate 0.98% among 360,000. AID 1347056;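 active = compounds whose plate-normalised and pattern-corrected inhibition of the luciferase reporter signal at the single screening dose is 50% or more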
TWEAK Fn14 block = blocks TWEAK-Fn14 interaction in a reporter cell assay. AID 1159606. hit rate 2% among 360,000. inhibition, % at 10 µM. TWEAK-stimulated Fn14 reporter cells, luciferase luminescence, 8 h; in the data active = inhibition above about 50%
TRAIL sens C8 = caspase-8 TRAIL sensitization | NB7+C8 cells + TRAIL, ATPlite viability luminescence | hit rate 1% among 360,000 | inhibition (viability loss, TRAIL sensitization), % at 10 µM;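 active = compounds causing at least 50% loss of cell viability in the single-dose screen, relative to plate controls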
NCOA1 inh = inhibits human SRC1 coactivator; Q15788; HEK293 GAL4-SRC1 luciferase reporter, luminescence; inhibition, % at 3.6 µM; hit rate 0.12% among 360,000; AID 588354;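 active = inhibition above the campaign mean plus 3 SD, with each screening campaign given its own cutoff, cut at about 60% in these data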;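 also: 0% = DMSO treated cells and 100% = gossypol at 36 µM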
CF NFkB inh = inhibitors of cystic fibrosis induced NF-kB; KKLEB NF-kB-GFP reporter, PAF-induced, GFP fluorescence overnight; inhibition, % at 5 µM; hit rate 0.86% among 360,000;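 active = at least 50% inhibition at 5 µM, scaled per plate between neutral and stimulator controls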;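 also: PAF is a Pseudomonas aeruginosa culture filtrate used as stimulus; plate controls were PAF-stimulated DMSO wells for no effect and unstimulated DMSO wells for full effect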
NCOA3 inh = inhibits human SRC3 coactivator; Q9Y6Q9; HEK293 GAL4-SRC3 luciferase reporter, luminescence; inhibition, % at 3.6 µM; hit rate 0.17% among 360,000; AID 588352;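 active = inhibition above a per-campaign cutoff, the mean of all compounds plus 3 SD, cut at about 60% in these data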;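 also: 0% = DMSO-treated cells and 100% = gossypol-treated cells at 36 µM; higher means less SRC3-driven luciferase light from the GAL4 reporter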
NR5A2 inv ag = suppresses constitutive activity of human LRH-1; O00482; HEK293T StAR-luciferase reporter, LRH-1 transfected, 24 h; inhibition, % at 3.6 µM; hit rate 0.13% among 360,000; AID 602396;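 active = inhibition above the mean inhibition of all tested compounds plus 3 SD, cut at about 73% in these data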;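 also: 0% = DMSO wells and 100% = reporter-only cells lacking LRH-1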
* hit, by the source's call; . = not tested or not shown.

1) Cc1cc(CC(=O)O)n(C)c1C(=O)c1ccc(Cl)cc1
2) CCCCn1c(N)c(N(CC(C)C)C(=O)CSCc2c(C)noc2C)c(=O)[nH]c1=O
3) Cc1n[nH]c(C)c1N1C(=O)c2cccc3cc(Br)cc(c23)C1=O
4) COc1ccc(C(=O)C2CCCN(Cc3cnc(N4CCOCC4)s3)C2)cc1F (stereo not drawn)
5) Cc1c(C(=O)N2CCOCC2)c(S(=O)(=O)Nc2cccc(C#N)c2)c(C)n1C
6) N#C/C(=C(/O)COC(=O)CCCNC(=O)c1ccc(Cl)cc1)c1nc2ccccc2[nH]1

compound no. | 1 | 2 | 3 | 4 | 5 | 6
LMP1 NFkB inh | 3 | 3 | -8 | 12 | 4 | -7
SRC2 inh | 21 | -38 | -8 | 20 | 22 | 8
NR2F2 inh | 17 | -2 | -6 | 18 | 8 | 13
KKLEB tox | 7 | 4 | 1 | -16 | -15 | -15
TROY NFkB inh | 0 | 6 | 0 | 5 | 10 | -5
TWEAK Fn14 block | -20 | 0 | -33 | 0 | 23 | -56
TRAIL sens C8 | -19 | -8 | -2 | 2 | -4 | 7
NCOA1 inh | -11 | 22 | -8 | 18 | 4 | -20
CF NFkB inh | 6 | -26 | -4 | -6 | 6 | 5
NCOA3 inh | -3 | 13 | -1 | 14 | -10 | -5
NR5A2 inv ag | 8 | 5 | 2 | 3 | -6 | -10

7) O=C(NCCc1ccccc1)c1ccc([N+](=O)[O-])cc1
8) CCc1ccc(N2C(=O)CC(N(CC3CCCO3)C(=O)/C=C/C(=O)O)C2=O)cc1 (stereo not drawn)
9) Cc1cccc[n+]1CC(=O)c1ccc2c(c1)OCCO2
10) CCc1ccc(O)c(CNCCNCc2cc(CC)ccc2O)c1
11) NC(=O)c1nsc(C(=O)N(c2ccccc2)C(C(=O)NCC2CCCO2)c2ccc(F)cc2)c1N (stereo not drawn)
12) COc1cccc(CNC(=O)CCCc2cn(C)c3ccccc23)c1

compound no. | 7 | 8 | 9 | 10 | 11 | 12
LMP1 NFkB inh | 10 | -7 | -1 | 27 | -2 | -1
SRC2 inh | -27 | -12 | 4 | -7 | 1 | -5
NR2F2 inh | -24 | 3 | 16 | -3 | -12 | 0
KKLEB tox | -7 | 14 | 3 | -27 | -2 | -5
TROY NFkB inh | 11 | 0 | 15 | 5 | -2 | -10
TWEAK Fn14 block | 58* | -2 | -16 | 14 | 10 | 1
TRAIL sens C8 | 39 | -6 | 13 | 5 | -6 | -9
NCOA1 inh | -106 | -16 | -19 | 11 | 9 | 9
CF NFkB inh | -18 | -6 | 12 | -3 | 5 | 9
NCOA3 inh | -89 | 1 | -19 | 12 | 4 | -5
NR5A2 inv ag | -112 | -16 | -13 | -2 | -14 | -5

Of the compounds above, five contain a halogen.
1) Cc1cc(CC(=O)O)n(C)c1C(=O)c1ccc(Cl)cc1
3) Cc1n[nH]c(C)c1N1C(=O)c2cccc3cc(Br)cc(c23)C1=O
4) COc1ccc(C(=O)C2CCCN(Cc3cnc(N4CCOCC4)s3)C2)cc1F (stereo not drawn)
6) N#C/C(=C(/O)COC(=O)CCCNC(=O)c1ccc(Cl)cc1)c1nc2ccccc2[nH]1
11) NC(=O)c1nsc(C(=O)N(c2ccccc2)C(C(=O)NCC2CCCO2)c2ccc(F)cc2)c1N (stereo not drawn)

compound no. | 1 | 3 | 4 | 6 | 11
LMP1 NFkB inh | 3 | -8 | 12 | -7 | -2
SRC2 inh | 21 | -8 | 20 | 8 | 1
NR2F2 inh | 17 | -6 | 18 | 13 | -12
KKLEB tox | 7 | 1 | -16 | -15 | -2
TROY NFkB inh | 0 | 0 | 5 | -5 | -2
TWEAK Fn14 block | -20 | -33 | 0 | -56 | 10
TRAIL sens C8 | -19 | -2 | 2 | 7 | -6
NCOA1 inh | -11 | -8 | 18 | -20 | 9
CF NFkB inh | 6 | -4 | -6 | 5 | 5
NCOA3 inh | -3 | -1 | 14 | -5 | 4
NR5A2 inv ag | 8 | 2 | 3 | -10 | -14

(cont.)
13) COc1ccc(CCNC(=O)CCC(=O)Nc2ccccc2[N+](=O)[O-])cc1OC
14) COc1cc(OC)cc(C(=O)NCC(=O)OCC(=O)Nc2cc(S(C)(=O)=O)ccc2Cl)c1
15) Nc1ccccc1-n1nc2ccc3ccccc3c2n1
16) C=CC[C@@H](CC(=O)N(CCO)Cc1ccccc1)C(=O)NC[C@H](OC(=O)[C@@H](CC=C)Cc1ccc(F)cc1)c1ccccc1
17) Cc1nnc(SCC(=O)N2CCN(c3ccccc3F)CC2)n1C1CC1
18) CCOC(=O)C1=CCN(S(=O)(=O)c2cccc(Cl)c2)C1c1cccc(F)c1 (stereo not drawn)

compound no. | 13 | 14 | 15 | 16 | 17 | 18
LMP1 NFkB inh | -24 | -6 | -110 | 14 | 7 | .
SRC2 inh | -12 | 20 | -67 | -10 | -30 | 22
NR2F2 inh | 0 | 9 | -48 | 13 | 6 | 16
KKLEB tox | -2 | 1 | 2 | -4 | 8 | -18
TROY NFkB inh | 5 | 16 | -51 | 42 | -2 | 9
TWEAK Fn14 block | -2 | -3 | 6 | 52* | 7 | 15
TRAIL sens C8 | -8 | 4 | 23 | 19 | -29 | 7
NCOA1 inh | -15 | 3 | -128 | 5 | 0 | 5
CF NFkB inh | 25 | -2 | -14 | 73* | -4 | 24
NCOA3 inh | -2 | 12 | -121 | 13 | -4 | 23
NR5A2 inv ag | 15 | 7 | -102 | 17 | -5 | 8

19) COc1ccc(-c2oc3ncn(Cc4ccco4)c(=N)c3c2-c2ccc(OC)cc2)cc1
20) O=C(c1cccs1)n1nc(-c2cccnc2)nc1NCc1ccco1
21) COc1ccc(CNC(=O)C[C@H]2C(=O)N(CCc3ccccc3)C[C@@H]2Cc2ccccc2)cc1
22) CN(C)S(=O)(=O)NCCNc1ccc(C(F)(F)F)cc1[N+](=O)[O-]
23) N#Cc1nc(COc2ccccc2F)oc1NCCc1ccccc1
24) CCOC(=O)C1=CCC(c2cccc3ccccc23)N(S(=O)(=O)c2ccc(C)cc2)C1 (stereo not drawn)

compound no. | 19 | 20 | 21 | 22 | 23 | 24
LMP1 NFkB inh | 14 | -4 | 9 | -2 | -29 | .
SRC2 inh | -10 | 11 | -18 | -55 | -33 | 8
NR2F2 inh | -21 | 10 | 15 | 1 | -18 | 17
KKLEB tox | -9 | -26 | -8 | 3 | -6 | -9
TROY NFkB inh | -2 | 25 | 17 | -25 | -51 | 19
TWEAK Fn14 block | 11 | 22 | 9 | 11 | 9 | 18
TRAIL sens C8 | 17 | -4 | -5 | 12 | -3 | 5
NCOA1 inh | -1 | -2 | -21 | 1 | -39 | 24
CF NFkB inh | -1 | 22 | 7 | -3 | -10 | 17
NCOA3 inh | -8 | -2 | 7 | 6 | -22 | 2
NR5A2 inv ag | 1 | -32 | -11 | -4 | -41 | 1

Screens (PubChem)
